Vif imaging: HIV Vif self-association inhibitors, primary screen, imaging, HEK293T, single point; AID 602346, 2012; inhibition, % at 7.49 µM; hit rate 0.35% among 340,000; HEK293T cells, Vif self-association by quenched fluorescence, 24 h; in the data active = inhibition above about 50%, passing the limit was not always enough; also: some results filed as inactive read as strong as hits
Glyco luc inh: increase of ERlucT glycosylation luciferase signal, primary screen, N-linked glycosylation inhibitor project, D54 ERlucT cells, luminescence, set 2; D54 ERlucT glycosylation luciferase reporter, 24 h; percent of 100 nM tunicamycin response; reporter increase, % at 12.5 µM; hit rate 0.23% among 360,000;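 active = mean luciferase reporter signal, scaled so untreated is 0 and the glycosylation-blocking control 100, at or above a set limit in every replicate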;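 also: luciferase carries N-glycosylation sites so blocking glycosylation raises the light; 0% = median of neutral control wells and 100% = median of 100 nM tunicamycin wells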
Exocytosis inh: LAMP-1 surface exposure blockers, TALL-104 cells – cell-based, flow cytometry, MLPCN library, primary screen | inhibition, % at 10 µM | TALL-104 LAMP-1 surface exposure; cells stimulated with thapsigargin and PMA | AID 651702, 2012 | hit rate 0.66% among 360,000;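 active = inhibition above about 55%, limit read from the data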
PDI inh: inhibitors of human PDI, primary screen, biochemical, turbidity, single point, plate reader. Protein disulfide-isomerase (Homo sapiens), P07237. PDI insulin aggregation turbidity, A650, 90 min. hit rate 0.052% among 350,000. inhibition, % at 10 µM;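 active = mean inhibition across replicates of 30% or more, whatever share of single replicates reach that level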;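 also: absorbance from insulin aggregation driven by PDI reduction with DTT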
Target sequence (P07237 whole entry, looked up): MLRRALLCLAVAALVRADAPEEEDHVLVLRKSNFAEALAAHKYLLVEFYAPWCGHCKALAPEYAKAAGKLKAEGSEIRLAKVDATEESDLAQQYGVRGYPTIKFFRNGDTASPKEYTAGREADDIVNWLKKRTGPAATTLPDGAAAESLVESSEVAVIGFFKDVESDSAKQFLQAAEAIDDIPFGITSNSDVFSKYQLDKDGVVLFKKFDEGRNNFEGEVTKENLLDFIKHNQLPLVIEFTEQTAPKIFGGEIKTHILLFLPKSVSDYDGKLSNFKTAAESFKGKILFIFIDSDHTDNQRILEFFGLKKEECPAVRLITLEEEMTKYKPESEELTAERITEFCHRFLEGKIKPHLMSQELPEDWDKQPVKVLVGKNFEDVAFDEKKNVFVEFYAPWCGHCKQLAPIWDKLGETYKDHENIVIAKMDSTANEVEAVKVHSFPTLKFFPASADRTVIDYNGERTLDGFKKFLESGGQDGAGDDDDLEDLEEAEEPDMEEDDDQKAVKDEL
aDG glyco up: activators of alpha-DG glycosylation, primary screen, uHTS, Pro5-aDG cells, AlphaScreen; alpha-DG glycosylation AlphaScreen (IIH6); 0% Pro5, 100% B10-LARGE cell signal; activation, % at 10 µM; hit rate 0.22% among 360,000;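 active = activation of at least 8% versus controls, or a plate z-score of at least 8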;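 also: Pro5 are CHO cells carrying HIG-tagged alpha-DG that lacks glycosylation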
ABCB6 inh MLPCN: ABCB6 transporter inhibitors, primary screen, K562-ABCB6 cells, flow cytometry, MLPCN library; K562-ABCB6 porphyrin accumulation, 1 h; hits give low values; fluorescence ratio to DMSO, % at 10 µM; hit rate 0.19% among 360,000; AID 602162, 2011;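 active = fluorescence ratio to DMSO below 75%, the collection mean minus 3 SD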;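 also: signal is porphyrin accumulated inside mitochondria; 100% equals median channel fluorescence of DMSO control wells; lower ratio means ABCB6 inhibition with less porphyrin fluorescence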
CaV13 ICDI inh: Disruptors of the CACNA1D IQ motif to Ca2+-dependent inactivation inhibitor domain association, primary screening, Förster resonance energy transfer in intact living …; HEK cells, CFP/YFP FRET ICDI-IQ, plate reader, 10 min; percent FRET-ratio fall versus neutral wells; inhibition, % at 12.3 µM; hit rate 0.098% among 340,000;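 active = mean replicate inhibition of at least 30% and at least 1% of replicates passing that level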;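 also: 0% = median of the neutral control wells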
Cardio protect: cardioprotection against H2O2-induced cell death, primary screen, uHTS, H9c2 cells, ATPLite luminescence; H9c2 cardiomyocytes, H2O2 injury protection, 2 h; protection from H2O2 cell death, % at 20 µM; hit rate 0.63% among 360,000; AID 588492, 2011;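 active = compounds giving at least 50% protection of heart cells from peroxide-induced death in the single-dose screen, raw or plate-pattern-corrected value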;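 also: 0% = DMSO wells with peroxide and 100% = DMSO wells without peroxide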
m5-HT2A agonist: mouse Htr2a agonists via beta-arrestin recruitment, primary screen, cell-based, luminescence; CHO-K1 mHTR2A beta-arrestin complementation; percent of 30 µM serotonin response; activation, % at 7.6 µM; hit rate 0.66% among 360,000;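 active = activation above a run cutoff, the mean activation of all tested compounds plus 3 SD, cut at about 14% in these data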;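 also: 0% = plate median of compound wells and 100% = 30 µM serotonin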
Target sequence (P35363 whole entry, looked up): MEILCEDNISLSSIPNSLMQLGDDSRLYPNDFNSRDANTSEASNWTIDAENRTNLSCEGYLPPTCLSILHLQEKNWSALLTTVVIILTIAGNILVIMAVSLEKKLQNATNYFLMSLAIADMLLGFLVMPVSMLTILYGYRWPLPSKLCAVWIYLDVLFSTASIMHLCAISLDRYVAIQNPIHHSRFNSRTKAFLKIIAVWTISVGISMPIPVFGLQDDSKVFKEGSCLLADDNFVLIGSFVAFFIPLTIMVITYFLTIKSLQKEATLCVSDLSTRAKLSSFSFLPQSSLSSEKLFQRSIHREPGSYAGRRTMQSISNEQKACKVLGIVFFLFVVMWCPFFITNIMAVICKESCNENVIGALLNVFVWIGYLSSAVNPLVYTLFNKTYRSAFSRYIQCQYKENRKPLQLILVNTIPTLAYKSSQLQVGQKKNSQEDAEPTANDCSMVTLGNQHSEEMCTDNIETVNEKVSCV
hiPSC survival: enhancers of single-cell hiPSC survival, primary screen, ATPlite luminescence; 100% = ROCK inhibitor wells, 0% = DMSO; survival enhancement, % at 20 µM; hit rate 0.044% among 360,000; AID 602274, 2012; in the data active = survival enhancement above about 18%;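 also: cells exposed to compounds for 16 hours before the ATP read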
Starred values were filed as active, the others as inactive; . = not tested or not shown.

SMILES | Vif imaging | Glyco luc inh | Exocytosis inh | PDI inh | aDG glyco up | ABCB6 inh MLPCN | CaV13 ICDI inh | Cardio protect | m5-HT2A agonist | hiPSC survival
COCCn1c(SCC(=O)NC2CCCCC2)nc2c(c1=O)SCC2 | 3.0 | 0.9 | -8.9 | 7.5 | -0.3 | 94.0 | -3.2 | 0.9 | 0.9 | -0.2
COc1ccc(CCNc2cc(C)nc(N)n2)cc1OC | 0.9 | -1.3 | 7.1 | 4.4 | 0.0 | 97.0 | -17.7 | -2.7 | 1.5 | 0.1
CC1CCCC(C)N1C(=C(Cl)Cl)C(=C1SCCS1)[N+](=O)[O-] (stereo unspecified) | -6.1 | -8.2 | -0.1 | -2.9 | -0.5 | 92.0 | 4.8 | -17.4 | -7.0 | 1.8
CC1CCCC(C)N1NC(=S)Nc1ccc(OC(F)F)cc1 (stereo unspecified) | -12.2 | 1.0 | -0.7 | 5.3 | 2.6 | 100.0 | -4.6 | -4.8 | -4.2 | -0.1
Cc1c(Cl)cnc(NC(=O)COC(=O)c2cccc(S(=O)(=O)N3c4ccccc4CC3C)c2)c1Cl (stereo unspecified) | 2.1 | -1.2 | -1.6 | -4.4 | -0.1 | 94.0 | -2.7 | -3.7 | -7.8 | 0.8
NC(=S)NN=Cc1nccc2c(C(F)(F)C(F)(F)C(F)(F)F)cccc12 | -13.4 | -8.6 | 5.0 | -2.4 | -0.4 | 102.0 | -7.4 | 4.8 | -8.6 | -4.3
Cc1ccccc1NC(=O)c1cccc(S(C)(=O)=O)c1 | -0.9 | -0.2 | 6.5 | -0.5 | -0.6 | 87.0 | -4.5 | -1.9 | 2.6 | 0.3
Cc1ccc(S(=O)(=O)n2nc(-c3ccco3)nc2SCc2ccccc2)cc1 | 4.5 | 1.0 | 1.9 | 5.9 | 0.0 | 91.0 | -1.8 | -9.3 | 1.0 | 0.1
Cc1ccccc1Cn1nc(C)c(NC(=O)c2cc3nc(-c4ccco4)cc(C(F)(F)F)n3n2)c1C | -15.3 | 0.0 | 7.5 | 8.1 | 0.0 | 95.0 | -3.4 | 23.0 | 5.2 | -3.2
CN(C)C(=O)CSc1nnc(Cc2ccccc2)n1Cc1ccco1 | -3.1 | 0.4 | 1.2 | 7.1 | -0.1 | 99.0 | -5.4 | 0.1 | 4.1 | -0.6
OC1CCCN(Cc2cn(Cc3ccccc3)nc2-c2cc3ccccc3o2)C1 (stereo unspecified) | -1.3 | -3.3 | 4.7 | 5.4 | 0.3 | 99.0 | -4.2 | -0.6 | -0.9 | -1.3
COc1cc(C(C)=O)ccc1OCC(=O)OCCCOC(=O)COc1ccc(C(C)=O)cc1OC | -3.9 | 2.2 | -0.2 | -25.2 | 0.0 | 92.0 | -2.5 | 14.9 | 4.8 | -0.5
COc1ccc(S(=O)(=O)N2CCC(C(=O)N[C@H](C(=O)NC3CCCC3)C(C)C)CC2)cc1 | 15.3 | -0.7 | 1.7 | -1.0 | 1.4 | 97.0 | -2.3 | -0.2 | -1.8 | -0.3
CS(=O)(=O)Nc1nc2n(n1)C(c1ccccc1)CC(c1ccccc1)N2 (stereo unspecified) | -2.2 | -1.4 | -4.8 | 3.5 | 0.0 | 97.0 | -7.2 | -4.5 | -1.2 | -0.2
CN(CC1CCCO1)S(=O)(=O)c1ccc(C(=O)Nc2nnc(-c3ccccc3)o2)cc1 (stereo unspecified) | -2.6 | 3.9 | -2.6 | 6.3 | 0.9 | 103.0 | -5.5 | 15.3 | 0.0 | 0.9

Ordered by number of heavy atoms (low to high): part of the list above.
SMILES | Vif imaging | Glyco luc inh | Exocytosis inh | PDI inh | aDG glyco up | ABCB6 inh MLPCN | CaV13 ICDI inh | Cardio protect | m5-HT2A agonist | hiPSC survival
OC1CCCN(Cc2cn(Cc3ccccc3)nc2-c2cc3ccccc3o2)C1 (stereo unspecified) | -1.3 | -3.3 | 4.7 | 5.4 | 0.3 | 99.0 | -4.2 | -0.6 | -0.9 | -1.3
CN(CC1CCCO1)S(=O)(=O)c1ccc(C(=O)Nc2nnc(-c3ccccc3)o2)cc1 (stereo unspecified) | -2.6 | 3.9 | -2.6 | 6.3 | 0.9 | 103.0 | -5.5 | 15.3 | 0.0 | 0.9
COc1ccc(S(=O)(=O)N2CCC(C(=O)N[C@H](C(=O)NC3CCCC3)C(C)C)CC2)cc1 | 15.3 | -0.7 | 1.7 | -1.0 | 1.4 | 97.0 | -2.3 | -0.2 | -1.8 | -0.3

(next part)
SMILES | Vif imaging | Glyco luc inh | Exocytosis inh | PDI inh | aDG glyco up | ABCB6 inh MLPCN | CaV13 ICDI inh | Cardio protect | m5-HT2A agonist | hiPSC survival
c1csc(-c2nn3c(Cn4cnc5ccccc54)nnc3s2)c1 | 0.5 | -1.3 | -1.1 | 1.9 | 0.5 | 97.0 | . | 2.0 | -0.8 | 1.8
CSc1nnc2ccc(-c3ccc(C)cc3)nn12 | -3.8 | 5.7 | 0.8 | -6.7 | -0.1 | 104.0 | -2.7 | -3.8 | 1.4 | -0.5
CCOc1cccc2sc(N(CCN(C)C)C(=O)c3ccc4c(c3)OCCO4)nc12 | 3.8 | 2.9 | 2.3 | 3.2 | -0.3 | 99.0 | -5.1 | 14.1 | -4.9 | 0.1
O=C(NCCNS(=O)(=O)c1ccccc1)N1CCOCC1 | . | -0.1 | -2.8 | 1.3 | -0.2 | 98.0 | -2.9 | 13.5 | 5.9 | 0.1
CCNC(=O)CCSc1nc2cc(Cl)ccc2o1 | -0.5 | 1.1 | 3.5 | -1.9 | 0.0 | 103.0 | -4.8 | 2.5 | -0.1 | 1.7
Cc1ccc(C)c(NC(=O)c2c(Cl)nc3ccccn23)c1 | . | 1.8 | -3.3 | -9.0 | -0.2 | 102.0 | 2.3 | 3.9 | 1.4 | 7.0
N#CCCN(C(=O)CSc1ccc2c(c1)OCCO2)c1ccc(F)cc1 | 4.9 | 3.1 | -3.2 | 2.5 | -0.3 | 106.0 | -5.2 | 3.5 | 1.6 | 1.3
O=C(CN1CCN(S(=O)(=O)N2CCCCC2)CC1)Nc1ccc(Cl)c(Cl)c1 | -2.7 | -0.2 | 20.8 | 6.3 | 0.3 | 96.0 | -18.4 | -11.5 | -2.6 | 1.4
COC(=O)c1cc(NS(=O)(=O)c2cccc(Cl)c2)ccc1N1CCOCC1 | -1.7 | 1.1 | 0.9 | -10.5 | 0.4 | 96.0 | -4.4 | -5.1 | 2.4 | 0.5
CCCCCCN=CC1=C(O)CC(C)(C)CC1=O | -1.9 | -2.0 | -0.5 | -0.6 | -0.2 | 90.0 | -2.2 | 2.5 | 1.4 | -0.7
Nc1nc2ccc(Cc3ccncc3)cc2s1 | 11.3 | 0.3 | -6.4 | 1.4 | 0.0 | 97.0 | -2.6 | -4.4 | -2.5 | -0.6
COc1ccc(CC(=O)N/N=C/c2ccc(-c3ccc(F)cc3)o2)cc1OC | 7.0 | -0.7 | 1.3 | 11.2 | -0.1 | 96.0 | -4.2 | -5.5 | -6.0 | -0.2
O=C(Nc1ccc(CN2CCOCC2)cc1)c1ccc(Cl)cc1 | 2.2 | -2.7 | 4.1 | -2.7 | -0.2 | 110.0 | -1.7 | 1.9 | -3.9 | -0.7
COc1cc(CC(=O)OCC(=O)N2CC(=O)Nc3ccccc32)cc(OC)c1OC | 9.2 | 10.1 | -1.8 | -3.2 | -0.2 | 99.0 | -2.5 | 1.8 | 5.0 | 0.4
C[C@@H]1CN([C@H](C)CO)C(=O)CCCn2nncc2CO[C@H]1CN(C)C(=O)c1ccncc1 | -3.7 | 2.3 | -1.0 | -1.7 | 0.0 | 97.0 | -10.0 | 6.0 | -7.7 | -1.3
O=C1Cc2c([nH]c3ccc(Br)cc23)-c2ccccc2N1 | -11.2 | 23.9 | 8.4 | -5.9 | 0.5 | 104.0 | -5.7 | -1.4 | 0.9 | 1.1
Cn1c(=O)oc2cc(S(=O)(=O)N3CCCC(C(=O)Nc4nccs4)C3)ccc21 (stereo unspecified) | 0.5 | -0.5 | 1.1 | 2.1 | 0.1 | 105.0 | -5.6 | -19.7 | -1.7 | 3.3
CC1(c2ccc([N+](=O)[O-])cc2)Nc2ccccc2S1 (stereo unspecified) | . | -5.3 | 2.5 | 15.9 | 0.0 | 92.0 | -4.5 | 0.4 | 5.9 | -0.4
O=C(NCCc1c[nH]c2ccccc12)N[C@@H](Cc1ccccc1)C(=O)O | -10.0 | 1.1 | -2.3 | -2.7 | -0.1 | 98.0 | -13.5 | -2.1 | 8.2 | 0.0
Cn1c(=O)c2c(nc(CN3CCN(C(=O)c4ccco4)CC3)n2Cc2cccc(Cl)c2)n(C)c1=O | -2.7 | 3.4 | -0.3 | 15.9 | 0.6 | 98.0 | -4.5 | 8.9 | 0.8 | -1.8
COc1ccc2c(c1)CCCN2C(N)=O | -5.9 | 1.6 | 11.9 | -0.2 | -0.1 | 104.0 | -7.7 | -2.4 | -0.5 | 3.3
COc1ccc(N2CCN(C(=O)c3ccc(Br)o3)CC2)cc1 | -2.9 | 2.6 | 0.7 | -10.2 | 0.0 | 96.0 | -5.3 | 3.8 | 7.5 | -0.3
CSc1nncn1/N=C/c1ccccc1F | -3.6 | 3.7 | -0.3 | -2.1 | -0.1 | 99.0 | -5.5 | 7.8 | 0.5 | 0.1
O=C1CCc2cc(S(=O)(=O)Nc3ccc(F)cc3)cc3c2N1CC3 | . | 2.6 | -1.9 | -2.9 | 0.2 | 98.0 | -6.9 | -7.0 | 3.0 | 0.0
O=C1CNC(=O)/C(=C/c2ccco2)N1 | 3.8 | 1.2 | 0.9 | 4.6 | 0.2 | 107.0 | -4.9 | -1.4 | 0.0 | -1.7
Cc1cc(C(=O)CSc2nc(N)cc(=O)[nH]2)c(C)n1CC1CCCO1 (stereo unspecified) | -9.2 | 1.4 | -0.3 | -0.9 | -0.2 | 94.0 | -11.0 | -14.6 | -0.5 | 0.1
CCC(C)C(NC(=O)OC(C)(C)C)C(=O)NC(C(=O)NC(C)C(N)=O)C(C)C (stereo unspecified) | 2.6 | 0.9 | -1.7 | -3.0 | 0.3 | 94.0 | 0.2 | 8.2 | -0.2 | -2.7
COCC(C)n1c(SCC(=O)NCCC2=CCCCC2)nc2ccccc2c1=O (stereo unspecified) | -12.6 | -1.1 | 1.5 | -1.1 | 0.1 | 99.0 | -3.3 | 1.8 | 1.0 | -2.0
OCCN1CCOCCN(CCO)CCOCC1 | 25.0 | -0.5 | 0.5 | -0.8 | 0.5 | 94.0 | -2.5 | 1.6 | -1.0 | -2.1
c1ccc(CN(Cc2cccs2)C(c2cccs2)c2nnnn2C2CCCC2)cc1 (stereo unspecified) | . | -6.2 | 4.5 | -3.4 | 0.1 | 99.0 | . | -11.8 | -0.3 | -2.8
C/C=C/c1ccc(OCC(O)CN(C)Cc2ccc(SC)cc2)c(OC)c1 (stereo unspecified) | 1.5 | -0.1 | 33.9 | 7.5 | 0.5 | 99.0 | -18.4 | -5.9 | -16.3 | -0.2
O=c1cc(O)nc[nH]1 | 18.5 | 1.8 | 7.2 | -5.6 | -0.1 | 89.0 | -4.4 | -4.0 | 9.5 | -0.1

Assay outcomes: PubChem, several laboratories

Compounds were not picked by outcome. Share with any hit: about 3.1%.
